Source: PubChem
Menin-MLL TR inh: displaces Texas Red mutant MLL peptide from human menin; O00255; Menin + Texas Red MLL mutant peptide, fluorescence polarization; Potency, µM (titrated, usually from 61.6 µM), for inactives: at the highest dose FP activity change, negative = inhibition, actives largely listed as inhibitors; 0.23% of 270,000 active; AID 1768; active means well fitted inhibition curve with a large enough effect in the polarisation, with a control signal flat, not every such curve was filed as active; inconclusive means small, poorly fitted or top-dose-only effect, or effect the other way, or a change in a side signal; inactive means no such curve, though single readings can be large or run the other way; the % refers to the polarisation; further: potency means the concentration at half of the fitted maximal effect; % of control where 0% means no effect; many of its hits are not listed in these tables
Integrin act MD: activates integrin-mediated alleviation for muscular dystrophy; Potency, µM (highest dose often 38.3 µM), without a hit: at the highest dose activation, usual class: activators; alpha7betagal myoblasts, beta-gal FDG fluorescence, 48 h; 0.064% of 350,000 active;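 further: potency means the concentration at half of the fitted maximal effect; 100% = response of the positive control SU9516; nearly all actives have a fitted effect of over 60% in size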
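alpha7betagal+/- myoblasts (passage 13, 250/well) treated 48 h at 37C with compounds at 1:260 dilution of DMSO stock. Lysed, then beta-galactosidase activity read as FDG fluorescence (ex 480/em 540) after 30 min, with pre-read for autofluorescence.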
Giardia kill: Giardia lamblia killing. activity change, % at 7.66 µM, hits read low. AID 540267. 0.15% of 340,000 active. Giardia lamblia trophozoite viability; in the data active means activity change below about -80%; inconclusive means between about -30% and that limit;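 further: parasites exposed to compound for two days anaerobically before the ATP read; on the % scale 0 is the no-effect control and ±100 the full control effect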
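Viability, read as ATP luminescence: trophozoites at 100 cells/well, compound added, 48 hrs anaerobic at 37 deg C, then 15-30 min room-temperature development before reading.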
Coupling enz: counter-screen for Giardia aldolase inhibitors: coupling enzyme system; coupling enzyme system counterscreen, AmpLite Red fluorescence; activity change, negative = inhibition, % at 58.2 µM, hits read low; 0.67% of 290,000 active; AID 2472; in the data active means activity change below about -30%; further: on the % scale 0 is the no-effect control and ±100 the full control effect
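Counterscreen lacking aldolase: glyceraldehyde-3-phosphate coupling-enzyme reagent preincubated 10 min at RT with compound (at 57.5 uM final), then substrate/coupling system with AmpLite Red added; fluorescence read at 525/598 nm after 20 min RT.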
GALK inh: galactokinase (human) inhibition | Purified GALK, Kinase-Glo residual ATP luminescence | 0.007% of 270,000 active | P51570 | Potency, µM (doses to about 57.5 µM), without a hit: at the top dose activity change, negative = inhibition, most hits filed as inhibitors; further: potency means the concentration at half of the fitted maximal effect; on the % scale 0 is the no-effect control and ±100 the full control effect
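Luminescence from leftover ATP (Ultra-Glo luciferase/luciferin) served as read-out after a 1 h room-temperature reaction of 5 nM GALK with 35 uM ATP and 100 uM galactose.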
S-ASM inh: blocks human secretory acid sphingomyelinase. placental ASM, HMU-PC fluorogenic substrate, 60 min. Potency, µM (titrated, usually from 57.5 µM), without a hit: at the top dose activity change, negative = inhibition, usual class: inhibitors. 0.006% of 340,000 active; further: potency means the concentration at half of the fitted maximal effect
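Human placenta-derived ASM enzyme was preincubated with compound for 10 minutes at room temperature, then given fluorogenic substrate HMU-PC0 (9 uM final) for 60 minutes at 37 °C; a pH 10 stop preceded fluorescence reading at Ex 386/Em 447 nm.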
B2AR arrestin: agonists driving beta-arrestin recruitment to human beta2-adrenergic receptor | beta-arrestin recruitment to beta2AR, cell-based reporter | Potency, µM (top dose mostly 46.1 µM), without a hit: at the top dose activation, actives largely listed as activators | 0.02% of 330,000 active | AID 492947;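 further: potency means the concentration at half of the fitted maximal effect; 0% = DMSO controls and full agonism = EC100 isoproterenol or metaproterenol; nearly all actives have a fitted effect of over 65% in size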
Tb PFK inh: inhibitors of T. brucei phosphofructokinase | O15648 | T. brucei PFK, ADP-Glo luminescence | Potency, µM (series often up to 57.5 µM), for the others: at the top dose activity, negative = inhibition, most hits filed as inhibitors | 0.17% of 330,000 active | AID 485367;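 further: potency means the concentration at half of the fitted maximal effect; 0% = uninhibited 1x PFK enzyme wells and -100% = no-enzyme wells; nearly all actives have a fitted effect of over 60% in size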
Target sequence (O15648 whole entry, looked up): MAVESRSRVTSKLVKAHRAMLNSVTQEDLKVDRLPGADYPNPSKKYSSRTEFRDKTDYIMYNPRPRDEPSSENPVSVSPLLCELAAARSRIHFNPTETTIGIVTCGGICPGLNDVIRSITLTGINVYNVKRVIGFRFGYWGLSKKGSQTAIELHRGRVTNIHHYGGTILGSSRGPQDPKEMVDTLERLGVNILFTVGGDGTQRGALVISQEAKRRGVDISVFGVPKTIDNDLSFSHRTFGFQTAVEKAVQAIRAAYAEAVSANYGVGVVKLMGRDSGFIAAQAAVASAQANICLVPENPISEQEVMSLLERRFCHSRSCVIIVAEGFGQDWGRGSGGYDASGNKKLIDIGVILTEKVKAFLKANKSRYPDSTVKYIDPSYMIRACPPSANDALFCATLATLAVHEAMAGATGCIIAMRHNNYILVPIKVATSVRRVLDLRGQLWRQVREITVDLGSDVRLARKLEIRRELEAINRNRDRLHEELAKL
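Compounds were pin-transferred as a titration series up to 57 uM into substrate buffer (0.5 mM F6P, 0.1 mM ATP, pH 8.0), then 1.25 nM PFK was added and reactions ran 45 min before ADP-Glo detection.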
Chronic BCR inh: blocks chronic active B-cell receptor signaling | ABC-DLBCL IkBa-CBG/CBR reporter, luminescence ratio, 4 h | Potency, µM (top dose mostly 46.1 µM), inactives show at the highest dose ratio change, negative = lower green/red ratio, usual class: inhibitors | 0.05% of 340,000 active | AID 493014; active means well fitted inhibition curve with a large enough effect in the signal ratio, with a control signal flat, not every such curve was filed as active; inconclusive means small, poorly fitted or top-dose-only effect, or effect the other way, or a change in a side signal; the % refers to the signal ratio;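 further: potency means the concentration at half of the fitted maximal effect; plate controls were basal doxycycline-induced cells for no effect and cells given 10 µM MG132 for full effect; MG132 reads +100%, hits lower the ratio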
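Concentration-response series (up to 46 uM) were applied to TMD8 dual-reporter cells for 4 h at 37C with doxycycline. Green/red ratio, after filter-overlap correction, defined %Activity; red signal alone was normalised to basal cells and zero luminescence.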
TSG101-PTAP inh: blocks PTAP/TSG101 interaction to inhibit HIV-1 budding; 340,000 tested, under 10 active; AID 493005; Potency, µM (doses to about 115 µM), for the others: at the highest dose activity change, negative = inhibition, hits mostly inhibitors; Fluorescence polarization, FITC-PTAP peptide / Tsg101 binding; active means well fitted inhibition curve with a large enough effect in the main read-out, with a control signal flat, not every such curve was filed as active; inconclusive means small, poorly fitted or top-dose-only effect, or effect the other way, or a change in a side signal; inactive means no such curve, though single readings can be large or run the other way; further: potency means the concentration at half of the fitted maximal effect; % of control where 0% means no effect
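Fluorescence anisotropy tracks displacement of a FITC-tagged PTAP peptide (50 nM) from the Tsg101 binding domain (10 uM), following a 20 min room-temperature incubation at pH 7.5.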
PKM2 act: increases activity of human pyruvate kinase M2; P14618; purified PKM2, Kinase-Glo ATP luminescence, activation; response scale: 0% is enzyme alone, no compound; Potency, µM (top dose mostly 57.5 µM), without a hit: at the highest dose activation, most hits filed as activators; 0.34% of 260,000 active; further: potency means the concentration at half of the fitted maximal effect; on the % scale 0 is the no-effect control and ±100 the full control effect; nearly all actives have a fitted effect of over 55% in size
Target sequence (P14618 whole entry, looked up): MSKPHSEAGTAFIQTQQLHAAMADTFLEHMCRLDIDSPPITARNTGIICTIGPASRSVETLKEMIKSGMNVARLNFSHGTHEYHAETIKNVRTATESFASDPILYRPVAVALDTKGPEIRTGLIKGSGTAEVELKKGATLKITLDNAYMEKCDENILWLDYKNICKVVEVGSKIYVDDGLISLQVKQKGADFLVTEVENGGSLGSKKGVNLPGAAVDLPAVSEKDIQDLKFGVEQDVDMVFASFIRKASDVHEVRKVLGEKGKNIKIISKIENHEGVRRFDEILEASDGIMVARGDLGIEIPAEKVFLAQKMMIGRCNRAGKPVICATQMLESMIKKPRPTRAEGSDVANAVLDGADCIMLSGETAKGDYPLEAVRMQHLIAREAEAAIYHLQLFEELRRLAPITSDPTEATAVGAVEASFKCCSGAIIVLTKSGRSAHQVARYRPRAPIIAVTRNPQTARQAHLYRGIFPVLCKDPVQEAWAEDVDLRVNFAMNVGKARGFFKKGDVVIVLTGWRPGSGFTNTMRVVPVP
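Purified hPK-M2 (>95% pure) converted ADP (0.1 mM final) to ATP with 0.5 mM PEP in 50 mM imidazole pH7.2, KCl, MgCl2, Tween 20, BSA; 1 h at room temperature. ATP detected by Kinase-Glo luminescence.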
* hit, by the source's call; i = inactive; ? = inconclusive; / = not tested or not shown; & = joins results of further samples; [ ] = dose if it differs, or a comment. Unless noted, the call rests on the fitted dose curve; in most records, active means well fitted curve in the direction sought with a large enough effect; inconclusive means small, poorly fitted or top-dose-only effect, or another doubt; inactive means no such curve, though single readings can be large; an effect the other way counts as inactive or inconclusive.

SMILES | Menin-MLL TR inh | Integrin act MD | Giardia kill | Coupling enz | GALK inh | S-ASM inh | B2AR arrestin | Tb PFK inh | Chronic BCR inh | TSG101-PTAP inh | PKM2 act
NC(=O)OCCSc1nnc(-c2cccc(C(N)=S)c2)o1 | -3% | 4% | 6 | 1 | 0% | -1% | -0.7% | 1% | ? | 2% | 6%
Cc1cccc(C(=O)Nc2ccc3c(c2)CC2(C(=O)N(C)C(=O)N(C)C2=O)C2CCCN32)c1 (centres undefined) | / | 3% | -4 | / | -7% | 11% | 0.3% | 0% | -4% | -3% | /
O=C(c1c[nH]c2ccc(S(=O)(=O)N3CCC4(CC3)OCCO4)cc2c1=O)N1CCC2(CC1)OCCO2 | 20% | 5% | 14 | 2 | 0% | 31% | 0.4% | -1% | 0% | 0% | -3%
O=c1cc(CN2CCNCC2)nc2sccn12 | ? | -13% | 5 | 1 | 7% | -2% | 0.6% | -2% | ? | 1% | /
CCN1CCN(Cc2cccnc2)CC1 | 6% | 7% | -4 | 1 | -4% | 2% | -1.0% | 3% | -1% | 2% | -6%
CC(C)Oc1ccc(CCN)cc1Cl | 1% | -36% | -3 | 4 | 2% | 2% | -0.2% | -1% | -7% | 4% | 4%
COc1ccc(-n2c(C)nc3ccccc3c2=O)c([N+](=O)[O-])c1 | 2% | 9% | -2 | -1 | 0% | -1% | -1.0% | 1% | -1% | -1% | 2%[11.5 µM]
O=c1[nH]sc2cc(F)ccc12 | 3% | -41%[inhibitor] | ? | 3 | 4% | 0% | -0.1% | ? | ? | 3% | -5%
O=C(Nc1ccc(F)cc1)N1CC2CC(C1)c1cccc(=O)n1C2 (centres undefined) | 1% | -6% | 0 | 4 | / | -1% | -0.4% | -4% | 0% | -4% | 4%
CCN(C(=O)COC(=O)c1cc(C)n(C2CC2)c1C)c1ccccc1 | / | 4% | -20 | / | / | -2% | 0.0% | 8% | 1% | -1% | /
CC1OC(C[N+](C)(C)C)CC1O (centres undefined) | / | / | 4 | / | / | -1% | -1.7% | -8% | 5% | 0% | /
O=C(/C=C/c1cccs1)c1cc(Cl)ccc1OC(=O)N1CCOCC1 | 3% | -9% | -4 | 3 | 1% | -3% | -0.1% | 4% | ? | -1% | 18%
C[C@H]1CC[C@@H]2[C@@H](C)[C@H]3[C@H](C[C@H]4[C@@H]5CC=C6C[C@@H](O[C@@H]7O[C@H](CO)[C@H](O)[C@H](O[C@@H]8O[C@H](CO)[C@@H](O)[C@H](O)[C@H]8O)[C@H]7O[C@@H]7O[C@@H](C)[C@H](O)[C@@H](O)[C@H]7O)CC[C@]6(C)[C@H]5CC[C@]34C)N2C1 | 4% | -53%[inhibitor] | -3 | -4 | / | 15% | -0.4% | 0% | ? | ? | 1%
Nc1ccc(C2(c3ccc(N)cc3)CCCCC2)cc1 | -8% | 7% | 13 | 7 | 8% | -1% | -0.1% | 0% | 1% | 3% | 5%
COc1ccc(OC)c(NP(=O)(Oc2ccc(Cl)cc2)Oc2ccc(Cl)cc2)c1 | 0% | 12% | 1 | 0 | 0% | 0% | -0.1% | 1% | 0% | -1% | -3%
O=C(N/N=C/c1c[nH]c2ccccc12)c1ccn(Cc2ccc(Cl)cc2)n1 | 12% | 37% | 6 | 1 | 0% | -13% | -0.5% | -13% | ? | -2% | -1%
Cc1ccc(S(=O)(=O)N(C)CCCC(=O)N2CCN(c3ccccn3)CC2)cc1 | -8% | 20% | -2 | 2 | 5% | 4% | -1.0% | 2% | 0% | -1% | 1%
O=C(CNC(=O)c1ccc(Br)cc1)Nc1ccc(Br)cc1C(=O)c1ccccc1 | 6% | -4% | ? | 1 | -1% | -12% | -0.6% | 5% | -3% | -3% | 0%
CN(C)Cc1ccccc1OC(=O)N(C)C | 5% | -2% | 12 | 2 | -1% | 3% | 0.0% | 0% | -1% | 0% | -7%
CCCCn1c(=O)c(C(=O)Nc2cnccn2)c(O)c2ccccc21 | ? | -8% | -7 | 5 | 6% | 1% | 0.3% | 1% | -2% | -3% | ?
COCCCn1c(N)c(C(=O)OC(C)COC)c2nc3ccccc3nc21 (centres undefined) | -22% | 8% | 2 | -1 | -1% | i | -0.2% | -6% | 15% | -3% | 2%
CC(=O)Cn1c(=O)oc2ccccc21 | / | 15% | -5 | 1 | / | 2% | -0.6% | 3% | ? | -2% | 1%
FC(F)(F)c1ccc(NC2=NCCCS2)cc1 | -19% | -5% | 33[activator] | 1 | / | 2% | -0.3% | -4% | -1% | -2% | /
O=c1ccc2cc3ccoc3c(O)c2o1 | / | 18% | -16 | / | / | 98%[activator] | -0.9% | 0% | ? | -4% | /
N[C@@H](Cc1c[nH]c2ccccc12)c1nnc(SCc2ccccc2)o1 | -10% | -26% | 1 | -4 | 0% | -3% | -0.3% | 4% | -10% | -2% | 2%
O=C(N[C@H]1CP(=O)(Oc2ccccc2)O[C@H](COCc2ccccc2)[C@H]1O)C(Cl)(Cl)Cl (some centres undefined) | / | -6% | 2 | -1 | -1% | 4% | -0.5% | 4% | -1% | -2% | 2%
Cc1c(C(=O)c2cccc3ccccc23)c2cccc3c2n1[C@H](CN1CCOCC1)CO3 | 10%&-3% | / | -11 | -1 | / | -15% | / | / | / | 3% | /
COC(=O)C1=C(c2ccc(S(C)(=O)=O)cc2)C[C@@H]2CC[C@H]1N2C | / | 26% | 4 | / | / | 1% | 0.2% | 0% | 0% | -1% | /
CC(C)CC12CN3CCN(CC(C3)C1O)C2 (centres undefined) | -2% | 6% | 5 | -2 | 1% | 0% | -0.5% | 3% | 14% | -3% | -13%
O=P(Oc1ccccc1)(Oc1ccccc1)C(Nc1ccccc1)c1ccccc1 (centres undefined) | ? | -16% | -1 | -1 | 0% | -1% | -0.1% | 8% | -7% | 0% | 8%
c1ccc2c(c1)CC1CNCc3cccc(c31)S2 (centres undefined) | -1% | 24% | -6 | 1 | 0% | 2% | -1.1% | 1% | 1% | -1% | 2%
O=c1[nH]c(O)c(/C=C2\C=Nc3ccc(OCc4ccccc4)cc32)c(=O)[nH]1 | ? | -11% | -4 | 1 | / | -14% | -0.9% | -2% | 0% | ? | 0%
CNC(=S)N(C)CCc1cc2c(c(OC)c1/C=C1/C(=O)NC(=O)N(C)C1=O)OCO2 | / | 0% | 3 | -2 | -5% | 1% | -0.6% | 1% | -1% | 1% | 0%
O=C(c1ccccc1[N+](=O)[O-])N1CCC2(CC1)OCCO2 | 4% | -6% | -5 | -1 | -1% | 3% | 0.6% | -2% | 1% | -8% | -1%
Cc1cc(/C=C2/C(=O)NC(=O)N(Cc3ccco3)C2=O)c(C)n1-c1ccc(C(=O)O)cc1 | 14% | 27% | 4 | 2 | -4% | -7% | 0.0% | ? | -2% | -1% | 7%
COc1ccc(C(=O)NC(=S)NNC(=O)c2ccccc2O)cc1 | ? | ? | -10 | 2 | 1% | -1% | -0.2% | 5% | ? | -2% | /
CC(O)(CS(=O)(=O)c1ccc(F)cc1)C(=O)Nc1ccc(C#N)c(C(F)(F)F)c1 (centres undefined) | 11% | / | / | 0 | -2% | / | -0.4% | 2% | -1% | / | -1%
Cc1ccn2nc(S(=O)(=O)Nc3c(F)cccc3F)nc2n1 | -9% | -5% | -16 | 7 | 2% | 0% | -0.5% | 2% | 2% | -2% | 6%
CC(C)CC(N(C)C)C1(c2ccc(Cl)cc2)CCC1 (centres undefined) | -10%&-5% | / | -30&-10 | 2&1 | / | -4%&-8% | 0.0%&-0.9% | -7%&8% | -2%&-2% | -1%&-3% | -3%
CCOC(=O)c1c(C)n(Cc2ccco2)c2ccc(OC)cc12 | 0% | -2% | 4 | -1 | 5% | -13% | -0.4% | 0% | 3% | -3% | 0%
CN(C)CCc1nc2ccccc2c(=O)n1-c1ccccc1 | -28% | / | / | 1 | 0% | / | 0.2% | -5% | ? | / | 0%
CN1C(=O)NC(=O)/C(=C\C=C\c2ccccc2[N+](=O)[O-])C1=O | 13% | -31% | 1 | -1 | 0% | 9% | 6.4% | ? | ? | -5% | 3%
COc1ccc(C(C)=O)cc1CC(C(=O)c1ccccc1)N(C)C (centres undefined) | 6% | -17% | 11 | 0 | 1% | 2% | 0.3% | 0% | ? | 0% | -5%
CN1CCN(c2nc3ccccc3c(=O)n2-c2ccccc2)CC1 | -9% | -22% | 17 | -1 | 3% | 2% | -0.1% | -1% | 5% | -8% | -2%

Only part of the results is shown (hit frequency here may not be typical).
